Screening results (PubChem)
TGFb SMAD3 inh = inhibitors of TGF-b signaling | HepG2 CAGA-GFP TGF-b/SMAD3 reporter, GFP fluorescence, 18 h; TGF-beta stimulated, 500 pg/mL final | Potency, µM (highest dose often 46.1 µM), for the others: top-dose activity, negative = inhibition, hits mostly inhibitors | 410,000 tested, 1.2% active | AID 588855; also: potency is read from the fitted curve at half-maximal effect; % is scaled to controls: 0 for no effect and ±100 for the full control effect; nearly all actives have a fitted effect of over 65% in size
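TGF-beta reporter screen: HEPG2 CAGA-GFP, 1% FBS, 500 pg/mL TGF-beta final, 18 h; per-cell GFP summed per well; curves fitted and categorized by class.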
Nrf2 inh = blocks Nrf2 signaling; A549 ARE-Fluc reporter, luciferase luminescence, 18-24 h; Potency, µM (highest dose often 46 µM), inactives show top-dose activity change, negative = inhibition, usual class: inhibitors; 360,000 tested, 2.1% active; also: potency is read from the fitted curve at half-maximal effect; % is scaled to controls: 0 for no effect and ±100 for the full control effect; nearly all actives have a fitted effect of over 60% in size
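Nrf2 activity is the BugLite luminescence, read 15 min after reagent at room temperature, following CellTiter-Fluor cytotoxicity readout (30 min, 37C). Compound titrations were applied for 18-24 h to 5000 A549 ARE_Fluc cells/well in 5% FBS OPTI-MEM.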
IL1B secr inh = inhibitors of inflammasome signaling (IL-1 beta secretion). THP-1 LPS/ATP IL-1B secretion, AlphaLISA, 16 h; hits give low values. activity change, % at 57.5 µM. 360,000 tested, 4.7% active. AID 743279; in the data active = activity change below about -50%; inconclusive = mostly about -30% to -49%; also: % is scaled to controls: 0 for no effect and ±100 for the full control effect
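THP-1 cells pretreated 1 hr with compounds (up to 57.5 uM final), then stimulated with LPS (250 ng/mL final) plus ATP (1.25 mM final); secreted IL-1B measured by AlphaLISA after 16 hr, decreased signal indicating inhibition.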
Nrf2 activator = activates Nrf2 signaling. 410,000 tested, 0.31% active. Potency, µM (titrated, usually from 46.1 µM), for inactives: top-dose activation, hits mostly activators. AREc32 ARE-luciferase reporter (MCF7-derived line), luminescence, 24 h. AID 624171; also: potency is read from the fitted curve at half-maximal effect; % of control where 0% means no effect; nearly all actives have a fitted effect of over 65% in size
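Cells of the AREc32 ARE-luciferase line are plated in OPTI-MEM containing 5% FBS and left overnight at 37 deg C. Compounds are pinned in, incubation continues 24 hr, and firefly luciferase signal is then measured.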
ATXN2 expr inh = reduces ATXN2 reporter expression in HEK-293 cells. HEK-293 ATXN2-luciferase reporter, luminescence, 24 h. Potency, µM (series often up to 57 µM), for the others: at the top dose activity change, negative = inhibition, actives largely listed as inhibitors. 360,000 tested, 0.72% active. AID 1745845; also: potency is read from the fitted curve at half-maximal effect; % is scaled to controls: 0 for no effect and ±100 for the full control effect; nearly all actives have a fitted effect of over 55% in size
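ATXN2-luciferase reporter cells (luciferase flanked by upstream and downstream ATXN2 gene portions) were treated 24 h at 37 °C with compounds at up to 57 uM. SteadyGlo luminescence gave expression; GF-AFC fluorescence gave viability.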
HepG2 tox = HepG2 cytotoxicity, counter-screen for TGF-b inhibitors. Potency, µM (series often up to 46.1 µM), for inactives: at the top dose activity change, negative = cytotoxicity, hits mostly cytotoxic. 410,000 tested, 0.76% active. AID 588856. HepG2 CAGA-GFP viability, ATP luminescence, 18 h; also: potency is read from the fitted curve at half-maximal effect; some results filed as inactive show a strong effect at the top dose
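HepG2 CAGA-GFP cells (1000/well, DMEM with 1% FBS) received compound, then TGF-beta at 500 pg/mL final, and were incubated 18 hours at 37 degrees C. Viability was read by CellTiter-Glo luminescence. Media-only wells were set as complete cell-killing and DMSO as no toxicity.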
S2 tox = viability counter-screen for ATXN expression inhibitors; 400,000 tested, 0.49% active; Potency, µM (doses to about 56.7 µM), usual class: cytotoxic; S2 cells (HEK-293 line with an ATXN2-luciferase reporter) viability, CellTiter-Fluor protease fluorescence, 24 h; also: potency is read from the fitted curve at half-maximal effect; nearly all actives have a fitted effect of over 40% in size
MCF10A rereplic = DNA re-replication induction in MCF 10a cells. 350,000 tested, 2.9% active. MCF 10A DNA re-replication, Hoechst nuclear intensity, 48 h. AID 624296. Potency, µM (top dose mostly 46.1 µM), without a hit: at the highest dose activity, positive = re-replication, usual class: activators; also: potency is read from the fitted curve at half-maximal effect; % of control where 0% means no effect; nearly all actives have a fitted effect of over 50% in size
A549 viability = counter-screen for Nrf2 inhibitors: cytotoxicity in A549 cells; A549 ARE-Fluc cells, CellTiter-Fluor viability, 18-24 h; Potency, µM (titrated, usually from 46 µM), inactives show at the top dose activity change, negative = cytotoxicity, actives largely listed as inhibitors; 390,000 tested, 0.16% active; AID 504648; also: potency is read from the fitted curve at half-maximal effect; % is scaled to controls: 0 for no effect and ±100 for the full control effect
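A549 ARE-Fluc cells in 5% FBS OPTI-MEM, 5000 cells/well, rested 2 h then exposed to compounds in concentration-response for 18-24 h at 37 °C. Viability by CellTiter-Fluor fluorescence (Ex 405/Em 525) after 30 min; luciferase luminescence (BugLite, 15 min, RT) read afterwards.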
Numbers without * were called inactive; i = inactive; ? = inconclusive; . = no result given; [ ] = another dose, or the depositor's remark. Unless noted, calls follow the shape of the dose curve; as a rule, active = well fitted curve in the direction sought with a large enough effect; inconclusive = small, poorly fitted or top-dose-only effect, or another doubt; inactive = no such curve, though single readings can be large; an effect the other way counts as inactive or inconclusive.

Short forms: A = TGFb SMAD3 inh; B = Nrf2 inh; C = IL1B secr inh; D = Nrf2 activator; E = ATXN2 expr inh; F = HepG2 tox; G = S2 tox; H = MCF10A rereplic; I = A549 viability
COc1cccc(OCc2cc(C(=O)N(C)Cc3nccn3C)no2)c1
  A: 9%	B: -1%	C: -13	D: 8.8%	E: .	F: 9%	G: i	H: 0%	I: -4%
COc1ccc2cc(/C=N/NC(=O)CN(c3ccccc3C)S(=O)(=O)c3ccccc3)c(Cl)nc2c1
  A: 21%	B: 7%	C: 25	D: -0.2%	E: -24%	F: 5%	G: .	H: ?	I: -3%
O=C(COC(=O)/C=C/c1cccc(C(F)(F)F)c1)NCCN1C(=O)CSC1=O
  A: -6%	B: -31%	C: -8	D: 14%	E: 1%	F: -24%	G: i	H: 26µM*	I: 9%
Cn1cc(C(=O)C(=O)NCCc2ccccc2)c2ccccc21
  A: 12%	B: -14%	C: ?	D: -0.8%	E: 16%	F: 0%	G: i	H: 8%	I: -2%
C=CCn1cc(/C=N/NC(=O)COc2cccc3cccnc23)c2ccccc21
  A: 0%	B: ?	C: -14	D: 3.7%	E: 43%[activator]	F: -7%	G: i	H: ?	I: 17%
O=C(CNC(=O)c1ccccc1)NCC(O)c1ccc([N+](=O)[O-])cc1 (stereo unspecified)
  A: -2%	B: 1%	C: 2	D: -0.6%	E: -5%	F: 3%	G: i	H: -4%	I: -8%
O=C(CCOc1ccccc1)N1CCN(S(=O)(=O)c2cccs2)CC1
  A: -1%	B: -3%	C: 0	D: 0.7%	E: -2%	F: -11%	G: i	H: 9%	I: -5%
COc1ccc(CC(=O)NC2CC(=O)N(c3ccc4c(c3)OCCO4)C2)cc1 (stereo unspecified)
  A: -7%	B: .	C: .	D: -0.1%	E: 7%	F: 4%	G: i	H: .	I: 13%
O=C(CCN1CCCC1=O)NC1CCCc2c1cnn2-c1ccc(F)cc1F (stereo unspecified)
  A: -11%	B: 16%	C: 9	D: 1.0%	E: 22%	F: 6%	G: i	H: 14%	I: -1%
CCN1CCc2c(OCC(=O)N3CCC(C)CC3)cccc2C1=O
  A: 3%	B: 0%	C: 23	D: -0.1%	E: 6%	F: -1%	G: i	H: -20%	I: -2%
Cc1oc(-c2ccc(Cl)cc2)nc1CS(=O)CC(=O)NCc1ccccc1 (stereo unspecified)
  A: -14%	B: 2%	C: -30	D: -0.1%	E: -12%	F: -13%	G: i	H: 0%	I: 1%
Cc1nnc(-c2cnn(-c3ccccc3)c2N)n1Cc1cccc(C(F)(F)F)c1
  A: 0%	B: -16%	C: 18	D: -0.5%	E: 10%	F: -1%	G: i	H: 14%	I: 3%
O=C(CNc1cccc(S(=O)(=O)N2CCCC2)c1)Nc1ccc(C(F)(F)F)cc1
  A: 0%	B: 23µM*	C: ?	D: -0.1%	E: -26%	F: -26%	G: i	H: ?	I: -12%
C=CCOc1ccc(Oc2cc(C)nc(SC)n2)nn1
  A: 1%	B: -22%	C: 33	D: ?	E: 13%	F: 7%	G: i	H: -2%	I: -22%
Cc1cc(C)nc(/N=C(\N)N2CCc3ccccc32)n1
  A: -8%	B: 17%	C: -3	D: 2.1%	E: 0%[11.3 µM]	F: -7%	G: i	H: 0%	I: -2%
COc1ccc(-c2cc(-c3cccs3)nc3sc(C#N)c(N)c23)cc1
  A: -5%	B: 20%	C: -8	D: 5.5%	E: 2%	F: 2%	G: .	H: 16µM*	I: -2%
CCc1ccc(C2N3CC4([N+](=O)[O-])CN2CC([N+](=O)[O-])(C3)C4(C)C)cc1 (stereo unspecified)
  A: 0%	B: 4%	C: 14	D: 0.0%	E: 3%	F: 10%	G: ?	H: 4%	I: 1%
Cc1cc(/C=C2\C(=N)N3N=C(C(C)C)SC3=NC2=O)c(C)n1-c1ccccc1
  A: 3%	B: 9%	C: 23	D: -0.9%	E: -3%	F: -14%	G: i	H: 0%	I: 5%
O=C(NCCCN1CCN(c2ccc(F)cc2)CC1)Nc1ccccc1Cl
  A: -28%	B: 14%	C: .	D: 0.4%	E: -19%	F: -38%	G: i	H: .	I: 7%
COCCNC(=S)N1CCOCC1
  A: -5%	B: 6%	C: 9	D: 0.2%	E: 8%	F: 9%	G: i	H: -1%	I: 0%
COc1ccc(CCNC(=O)CSc2ccc(-c3ccco3)nn2)cc1
  A: ?	B: -4%	C: 58	D: 13%	E: -9%	F: 4%	G: i	H: 7%	I: -5%
COCCn1c(SCC(=O)c2c(-c3ccccc3)n(C)c3ccccc23)nnc1-c1ccncc1
  A: 0%	B: ?	C: ?	D: -0.1%	E: 4%	F: -2%	G: i	H: -5%	I: 0%
NC(=O)c1ccc(NC(=O)COc2cccc3ccccc23)cc1
  A: -7%	B: 4%	C: 0	D: -0.4%	E: 8%	F: -2%	G: i	H: -16%	I: 10%
O=C(NC(=S)Nc1ccc(S(=O)(=O)Nc2nccs2)cc1)c1cccnc1
  A: 0%	B: 0%	C: 44	D: 2.2%	E: -8%	F: 5%	G: i	H: 2%	I: -5%
COCCCN1C(=O)c2[nH]nc(-c3cc(C)cc(C)c3O)c2C1c1ccc(O)c(OC)c1 (stereo unspecified)
  A: 1%	B: 20%	C: 7	D: 3.2%	E: 0%	F: -16%	G: i	H: 3%	I: 10%

Single records, as listed above. Order of screens: TGFb SMAD3 inh	Nrf2 inh	IL1B secr inh	Nrf2 activator	ATXN2 expr inh	HepG2 tox	S2 tox	MCF10A rereplic	A549 viability
Listed for `COCCn1c(SCC(=O)c2c(-c3ccccc3)n(C)c3ccccc23)nnc1-c1ccncc1` → 0%	?	?	-0.1%	4%	-2%	i	-5%	0%
Listed for `C=CCOc1ccc(Oc2cc(C)nc(SC)n2)nn1` → 1%	-22%	33	?	13%	7%	i	-2%	-22%

Next section:
Short forms: A = TGFb SMAD3 inh; B = Nrf2 inh; C = IL1B secr inh; D = Nrf2 activator; E = ATXN2 expr inh; F = HepG2 tox; G = S2 tox; H = MCF10A rereplic; I = A549 viability
Cc1ccc(Cl)cc1N1CCN(C(=O)CCC(=O)O)CC1
  A: -15%	B: 2%	C: -9	D: -1.5%	E: -15%	F: 9%	G: i	H: 9%	I: 10%
CCN(CC)C(=O)CS(=O)CC(=O)Nc1cc(OCCOC)c(Cl)cc1Cl (stereo unspecified)
  A: 2%	B: 6%	C: 22	D: -0.4%	E: -2%	F: 7%	G: i	H: ?	I: 3%
CCc1ccc(OCCOCC(O)CNC2CCCC2)cc1 (stereo unspecified)
  A: 3%	B: 6%	C: -3	D: -0.5%	E: .	F: -2%	G: i	H: 0%	I: 0%
COc1ccc(S(=O)(=O)N2CCOCC2)cc1NC(=O)COc1ccc2ccc(=O)oc2c1
  A: -1%	B: -24%	C: 30	D: 2.3%	E: -18%	F: 4%	G: i	H: -2%	I: -1%
CCOC(CNC(=O)CCc1c(C)nc2nc(C)nn2c1C)OCC
  A: -6%	B: -6%	C: -1	D: -0.9%	E: -4%	F: -10%	G: i	H: -1%	I: -1%
CC(C)NC(=O)C1CC(=O)N(CCc2ccc(F)cc2)C1 (stereo unspecified)
  A: -11%	B: .	C: 7	D: -1.0%	E: .	F: -1%	G: i	H: .	I: .
CCOc1ccccc1C(=O)NCCCN1CCN(CCCNC(=O)c2ccccc2OCC)CC1
  A: 5%	B: 5%	C: 0	D: -0.2%	E: .	F: -23%	G: .	H: 1%	I: -1%
Cc1cc(C)c(CN2C(=O)c3ccccc3S(=O)(=O)c3ccc(C(=O)OCC4CCCO4)cc32)c(C)c1 (stereo unspecified)
  A: -21%	B: -25%	C: .	D: 4.5%	E: -9%	F: -19%	G: ?	H: .	I: -10%
Cc1cccn2c(=O)c(C=C(C#N)C#N)c(N3CCN(c4ccccc4)CC3)nc12
  A: -1%	B: -25%	C: 38	D: 24%	E: -14%	F: -23%	G: .	H: 17%	I: -7%
CCc1cccc(C)c1NC(=O)C(NS(=O)(=O)c1ccc2c(c1)CCC(=O)N2)c1ccccc1 (stereo unspecified)
  A: ?	B: 2%	C: .	D: -0.2%	E: 10%	F: -91%	G: i	H: .	I: -7%
CCn1nc(C(=O)Nc2ccc(S(=O)(=O)Nc3ncccn3)cc2)c2ccccc2c1=O
  A: 22%	B: -12%	C: -22	D: 0.1%	E: 9%	F: 1%	G: i	H: -3%	I: 0%
CNS(=O)(=O)c1cccc(C(=O)OCC(=O)NCCCc2ccccc2)c1
  A: -3%	B: -14%	C: -12	D: 0.3%	E: -19%	F: 2%	G: i	H: 9%	I: 1%
OCCN1CCN(CC(O)COC(c2ccc(F)cc2)c2ccc(F)cc2)CC1 (stereo unspecified)
  A: 8%	B: 25%	C: -79*	D: 0.2%	E: -3%	F: -7%	G: i	H: 23µM*	I: 1%
CCOC(=O)c1sc(NC(=O)CCc2ccc(OC)cc2)nc1C
  A: 12%	B: -9%	C: -14	D: -0.1%	E: -2%	F: -10%	G: i	H: -3%	I: 5%
Cc1cnc(C(=O)Nc2nnc(SCc3c(Cl)cccc3Cl)s2)cn1
  A: -13%	B: -5%	C: 32	D: -0.7%	E: -24%	F: -14%	G: i	H: ?	I: 6%

Sorted by SMILES length (lowest first): some entries from above.
Short forms: A = TGFb SMAD3 inh; B = Nrf2 inh; C = IL1B secr inh; D = Nrf2 activator; E = ATXN2 expr inh; F = HepG2 tox; G = S2 tox; H = MCF10A rereplic; I = A549 viability
Cc1cccn2c(=O)c(C=C(C#N)C#N)c(N3CCN(c4ccccc4)CC3)nc12
  A: -1%	B: -25%	C: 38	D: 24%	E: -14%	F: -23%	G: .	H: 17%	I: -7%
COc1ccc(S(=O)(=O)N2CCOCC2)cc1NC(=O)COc1ccc2ccc(=O)oc2c1
  A: -1%	B: -24%	C: 30	D: 2.3%	E: -18%	F: 4%	G: i	H: -2%	I: -1%
CCc1cccc(C)c1NC(=O)C(NS(=O)(=O)c1ccc2c(c1)CCC(=O)N2)c1ccccc1 (stereo unspecified)
  A: ?	B: 2%	C: .	D: -0.2%	E: 10%	F: -91%	G: i	H: .	I: -7%
